Compound activity (PubChem BioAssay)
ASAP1 GAP inh = ASAP1 ArfGAP inhibition. Q9ULH1. ASAP1-stimulated ARF1 GTP hydrolysis, GDP FP detection. inhibition, % at 16.5 µM. 360,000 compounds, 0.19% hits; in the data active means inhibition above about 25%;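 further: 0% = vehicle with enzyme and substrate and 100% = no enzyme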
PLCb3 inh = inhibitors of human phospholipase C beta3; Q01970; Purified PLC-beta3, fluorogenic substrate, fluorescence; inhibition, % at 12.2 µM; 370,000 compounds, 0.18% hits; AID 720704; in the data active means inhibition above about 11%;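 further: 0% = median of compound wells on plate and 100% = full blocker control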
ARFGAP1 inhibitor = inhibits rat ARF GTPase activating protein 1; AID 651572; Arfgap1-stimulated ARF1 GTP hydrolysis, GDP FP detection; 360,000 compounds, 0.26% hits; inhibition, % at 16.5 µM;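 active means inhibition above a per-plate limit, mean inhibition of low control wells plus 3 SD, cut at about 25% in these data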;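 further: 0% = DMSO wells with enzyme and 100% = wells lacking Arfgap1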
Target sequence (Q62848 1-136 limits assumed): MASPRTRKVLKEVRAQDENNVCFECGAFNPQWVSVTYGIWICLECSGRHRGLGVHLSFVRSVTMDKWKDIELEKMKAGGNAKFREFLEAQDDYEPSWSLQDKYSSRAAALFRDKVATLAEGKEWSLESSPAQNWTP
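Replicates: Single well per compound | Assay system: Truncated rat Arfgap1 GAP domain | Control set: No-Arfgap1 wells (100%) versus DMSO full-reaction wells (0%) | Times: Enzyme reaction 120 min at 25 °C after 20 min preincubation | Reagent: Human ARF1(Δ1-17)-GTP substrate | Measured by: Tracer-displacement fluorescence polarization with EDTA stop, 620/688 nm | Measure: Percent inhibition of Arfgap1-stimulated GTP hydrolysis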
Tn6 DDE FP = inhibitors of Tn6 peptide binding to human fibrin DD(E); P02675; Fibrin DD(E) TRITC-Tn6 fluorescence polarization displacement; inhibition, % at 8.3 µM; 370,000 compounds, 0.21% hits; AID 720509;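 active means inhibition above a per-campaign cutoff: mean of compounds within control limits plus 3 SD, cut at about 15% in these data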;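 further: 0% = median of all compound wells on the plate and 100% = blocking peptide control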
PLCg1 inh = PLC-gamma1 (human) inhibition, primary screen. P19174. purified PLC-gamma1, fluorogenic substrate, fluorescence. 370,000 compounds, 0.84% hits. inhibition, % at 12.2 µM; in the data active means inhibition above about 9.5%
Rev-erbA mod = modulates human Rev-erb alpha binding to DNA. 370,000 compounds, 0.79% hits. Rev-erbα–FITC-DNA binding, fluorescence polarization, 90 min. P20393. activity, % at 10 µM;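 active means activity above about 14%, limit read from the data; passing the limit was not always enough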;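 further: 0% = DMSO wells with 35 nM protein and 100% = DMSO wells with 750 nM protein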
KLK7 zymogen act = activates the human kallikrein-7 zymogen; purified proKLK7, EDANS-DABCYL substrate fluorescence; 100% is mature enzyme control, 0% vehicle; P49862; 370,000 compounds, 0.9% hits; activation, % at 7 µM;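 active means activation above the mean of all tested compounds plus 3 SD, computed per campaign excluding outliers beyond control limits, cut at about 13% in these data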
Target sequence (P49862 whole entry, looked up): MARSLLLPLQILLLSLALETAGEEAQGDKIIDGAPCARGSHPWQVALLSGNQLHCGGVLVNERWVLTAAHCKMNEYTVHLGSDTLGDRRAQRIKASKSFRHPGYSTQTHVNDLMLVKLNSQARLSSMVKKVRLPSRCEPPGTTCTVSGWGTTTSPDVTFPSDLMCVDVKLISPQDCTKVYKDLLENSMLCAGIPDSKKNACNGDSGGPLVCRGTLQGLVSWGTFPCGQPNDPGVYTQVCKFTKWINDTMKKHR
HGIII-sPLA2 inh = Inhibits HGIII-sPLA2 liposome hydrolysis, primary screen; 370,000 compounds, 0.56% hits; Q9NZ20; inhibition, % at 12.2 µM; QFRET BODIPY PC-A2 liposome hydrolysis, fluorescence; AID 743126;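 active means inhibition above mean plus 3 SD of compounds lying within the high and low control bounds, cut at about 19% in these data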;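 further: 0% = median of test compound wells and 100% = no enzyme DMSO wells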
Target sequence (Q9NZ20 whole entry, looked up): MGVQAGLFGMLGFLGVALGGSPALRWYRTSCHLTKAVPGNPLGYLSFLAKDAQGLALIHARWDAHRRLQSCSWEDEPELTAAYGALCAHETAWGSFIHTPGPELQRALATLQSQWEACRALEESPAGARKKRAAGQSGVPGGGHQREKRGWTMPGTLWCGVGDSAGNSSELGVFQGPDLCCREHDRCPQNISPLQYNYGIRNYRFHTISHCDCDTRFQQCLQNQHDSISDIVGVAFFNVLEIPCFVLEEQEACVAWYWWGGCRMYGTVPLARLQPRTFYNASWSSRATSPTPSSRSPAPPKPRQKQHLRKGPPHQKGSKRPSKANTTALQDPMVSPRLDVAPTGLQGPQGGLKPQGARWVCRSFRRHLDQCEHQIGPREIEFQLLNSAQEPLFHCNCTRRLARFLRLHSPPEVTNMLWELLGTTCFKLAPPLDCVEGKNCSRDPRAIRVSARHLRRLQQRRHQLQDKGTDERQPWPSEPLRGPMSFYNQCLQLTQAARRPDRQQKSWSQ
Tn7 DDE FP = inhibitors of Tn7 peptide binding to human fibrin DD(E) | FP displacement of FITC-Tn7 peptide from fibrin DD(E); 0% = median of compound wells per plate | inhibition, % at 8.3 µM | 370,000 compounds, 0.13% hits | P02675;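 active means inhibition above the mean of compounds falling within the control limits plus 3 SD of them, cut at about 14% in these data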;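 further: 0% = plate median of compound wells and 100% = 10 µM Aha-Tn7 peptide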
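Also added: labelled Tn7 tracer, 0.1 µM; Assay system: human fibrin DD(E) protein; Amount: 2 µM fibrin DD(E); Schedule: 10 min compound pre-incubation, 3 h probe incubation at room temperature; Repeats: one replicate per compound; Read-out basis: percent inhibition; Measured by: fluorescence polarization of the labelled Tn7 tracer.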
UHRF1 MBD2 ctr = UHRF1 methyl-DNA binding inhibition; inhibition, % at 4.4 µM; UHRF1 binding to methylated oligo, TR-FRET; 370,000 compounds, 0.75% hits; Q96T88; in the data active means inhibition above about 21%;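 further: UHRF1 SRA domain binding a hemimethylated CpG hairpin DNA probe; 0% = median of test compound wells and 100% = reference inhibitor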
An asterisk follows results filed as active; x = not tested or not shown.

cpd	canonical_smiles	ASAP1 GAP inh	PLCb3 inh	ARFGAP1 inhibitor	Tn6 DDE FP	PLCg1 inh	Rev-erbA mod	KLK7 zymogen act	HGIII-sPLA2 inh	Tn7 DDE FP	UHRF1 MBD2 ctr
1	CCOC(=O)c1c(C)[nH]c(C(=O)NNC(=O)c2ccc(C(C)(C)C)cc2)c1C	-1	-1	-12	1	4	4	-0.3	-12	-10	2
2	Cc1cc(C)c2c(=O)[nH]c(SCc3ccccc3)nc2n1	12	-4	-12	-1	-4	4	0.4	-7	7	-4
3	CC(NC(=O)COC(=O)C1CCN(c2ccc(C(F)(F)F)cn2)CC1)c1ccc(F)cc1 (stereo unspecified)	-15	-6	1	0	-2	5	-0.1	-7	0	-1
4	O=S(=O)(c1ccccc1Br)N(Cc1cn(Cc2ccccc2)nn1)C1CC1	x	-1	x	-6	0	-11	0.6	0	-1	0
5	CC(C)N1CCC(N2CCN(CCCn3cccn3)CC2CCO)CC1 (stereo unspecified)	-8	1	1	-10	0	-1	-0.4	4	2	4
6	CSc1nnc([C@@H](NC(=O)OC(C)(C)C)C(C)C)o1	4	1	-4	-5	0	-3	0.0	5	-4	-2
7	Cc1noc(C)c1C(=O)N1CCC1(C)C(=O)NS(=O)(=O)c1cccc(OC(F)F)c1 (stereo unspecified)	5	0	-8	-2	-2	-1	-0.8	3	1	-1
8	CCN(CC)C(=O)N1CCn2c(nc3ccccc32)C1	11	-4	-9	-2	-5	3	-0.1	-6	6	3
9	c1ccc(-c2c[n+]3c(n2-c2ccccc2)CCC3)cc1	8	-8	-1	-5	1	-2	0.8	7	-2	-1
10	O=C(c1n[nH]c(=O)c2ccccc12)N1CCN(Cc2ccc3c(c2)OCO3)CC1	8	-11	-1	1	1	0	0.0	5	9	1
11	COc1cc2c(cc1NC(=O)c1ccco1)CCCC2	-10	-3	11	2	-4	-4	-0.5	3	-2	-3
12	CC(=O)c1cccc(NC(=O)NNC(=O)c2ccc(Cl)cc2Cl)c1	-5	-12	4	9	-2	-5	0.0	-7	7	3
13	O=C(NCC1CCCCC1)c1csc([C@@H]2C[C@H](O)[C@@H](CO)O2)n1	-9	4	-1	3	3	-10	0.8	-2	2	0
14	COc1ccc(C(=O)COC(=O)CCc2nc3ccccc3[nH]c2=O)cc1Br	0	-3	5	1	-3	5	0.4	3	6	-2
15	Cc1ccc(SCC(=O)N2CCN(S(=O)(=O)c3cccs3)CC2)cc1	-7	4	-5	5	3	-1	-0.6	-5	-3	-1
16	CCOc1cc(/C=C2\N=C(C)OC2=O)cc(Br)c1OCC(=O)OC	-2	-3	-8	2	1	4	-0.2	-6	-6	-1
17	O=C(Nc1nnc(-c2cc(Cl)ccc2Cl)o1)c1ccco1	3	-1	6	-2	3	-4	0.1	13	-6	0
18	COc1cc(NC(=S)Nc2ccccn2)c(OC)cc1Cl	-8	0	-7	5	-1	0	-0.7	7	3	-4
19	O=c1cc(-c2ccccc2)oc2ccc(Cl)cc12	11	-6	12	0	0	-2	-0.6	-4	-4	-2
20	COc1ccc(S(=O)(=O)Nc2cc(C)on2)cc1	0	-10	2	-2	-1	4	-0.6	13	5	8
21	O=Cc1cn(-c2ccccc2)nc1-c1cc2ccccc2oc1=O	14	-24	6	-3	-19	6	-0.9	1	-7	1
22	CC1CCCN(C(=O)CSCC(=O)N=c2sc3ccccc3n2C)C1 (stereo unspecified)	9	-2	0	-4	-2	-4	-0.4	-6	2	-1
23	COc1cc2nc(CN3CCN(C(C)=O)CC3)[nH]c(=O)c2cc1OC	17	-2	22	-9	3	5	-0.9	15	-5	5
24	CCn1c(C)nc2cc(C(=O)NN=C(C)c3ccc(C#N)cc3)ccc21	4	0	7	-4	2	-4	-0.4	19	4	2
25	COc1cccc(C(C)(O)c2nc(-c3ccc4c(c3)OCO4)cs2)c1 (stereo unspecified)	-3	-2	3	-8	-2	-2	0.4	-17	-5	-1
26	CSc1nnc([C@@H]2CCCN2C(=O)OC(C)(C)C)o1	6	-5	-10	-6	-1	-2	0.4	9	7	4
27	CCOC(=O)N1CCC2(CC1)C(C#N)=C(N)Oc1c2sc2nc(C)cc(C)c12	0	-15	1	6	-19	0	1.5	-2	-1	0
28	O=C(Nc1nnc(COc2ccc(Cl)cc2)s1)c1ccc([N+](=O)[O-])cc1	-1	-1	-9	-2	-1	-14	0.2	-4	-6	-1
29	COCCCOc1cc(NCc2ccccc2)c2ncn(C(C)C)c2c1	0	7	3	-6	5	-1	0.9	10	-1	-5
30	CCOC(=O)N/N=C/c1cn(Cc2ccccc2Cl)c2ccccc12	13	-1	8	-5	1	-2	0.2	-12	-7	6

Gathered by group: those above with a furan ring, fused or not (2)
cpd	canonical_smiles	ASAP1 GAP inh	PLCb3 inh	ARFGAP1 inhibitor	Tn6 DDE FP	PLCg1 inh	Rev-erbA mod	KLK7 zymogen act	HGIII-sPLA2 inh	Tn7 DDE FP	UHRF1 MBD2 ctr
11	COc1cc2c(cc1NC(=O)c1ccco1)CCCC2	-10	-3	11	2	-4	-4	-0.5	3	-2	-3
17	O=C(Nc1nnc(-c2cc(Cl)ccc2Cl)o1)c1ccco1	3	-1	6	-2	3	-4	0.1	13	-6	0

Returning to the listing; the 2 compounds before the break are reprinted first.
cpd	canonical_smiles	ASAP1 GAP inh	PLCb3 inh	ARFGAP1 inhibitor	Tn6 DDE FP	PLCg1 inh	Rev-erbA mod	KLK7 zymogen act	HGIII-sPLA2 inh	Tn7 DDE FP	UHRF1 MBD2 ctr
29	COCCCOc1cc(NCc2ccccc2)c2ncn(C(C)C)c2c1	0	7	3	-6	5	-1	0.9	10	-1	-5
30	CCOC(=O)N/N=C/c1cn(Cc2ccccc2Cl)c2ccccc12	13	-1	8	-5	1	-2	0.2	-12	-7	6
31	CC(C)C[C@H]1COc2cc(Br)ccc2S(=O)(=O)N1Cc1cn(CCC2OCCCO2)nn1	x	0	x	6	1	-2	-0.5	4	-6	-1
32	O=C(Nc1cccc(O)c1)C(Cc1ccccc1)N1C(=O)c2cccc3cccc(c23)C1=O (stereo unspecified)	5	-8	17	-6	0	-11	-0.2	3	3	1
33	O=C1O[C@H](CO)[C@@H](O)[C@H](O)[C@H]1O	3	0	-4	0	5	0	-1.9	10	6	3
34	Cc1ccccc1/C=N\NC(=O)c1csnn1	-1	0	4	-8	-1	7	-0.6	4	0	-9
35	CCN(CC(=O)NCc1cccs1)C(=O)c1ccc(NS(=O)(=O)c2ccc(F)cc2)cc1	1	3	4	1	0	2	0.4	0	0	-1
36	C=CCON/C(CCC)=C1\C(=O)CC(C)(C)CC1=NC	8	-6	11	9	-1	9	0.1	-2	3	-1
37	COc1ccc(CC(=O)NCc2csc(-c3cccs3)n2)cc1OC	0	-13	3	1	-4	2	0.3	0	0	-3
38	COCCOC(=O)c1c(C)oc2ccc(OC(=O)c3ccc4c(c3)OCO4)cc12	16	-1	10	-3	-2	-1	-0.3	6	3	2
39	O=C(Nc1ccccn1)c1ccc2ccccc2n1	5	0	-2	1	-2	1	0.0	1	2	-4
40	CCN1CCN(Cc2ccc(NC(=O)c3ccc(C)c(NC(=O)c4csc(-c5ccncc5)n4)c3)cc2C(F)(F)F)CC1	-1	-2	10	-6	0	-2	0.6	-14	4	-2
41	COc1cccc(OCCCN2CCCCCC2)c1	11	-1	4	-4	0	0	-0.1	5	-8	1
42	CC(=O)c1ccc(C(=O)N2CCc3c([nH]c4ccccc34)C2c2cccc(C)n2)s1 (stereo unspecified)	11	-13	1	-14	-3	1	0.9	-21	-5	2
43	O=C(Cn1[nH]c(=O)c2ccccc2c1=O)NCCN1C(=O)S/C(=C\c2ccccc2)C1=O	-3	-7	1	-7	0	9	-0.3	7	1	-3
44	Cc1ccc(/C=N/NC(=O)c2c[nH]c3ccccc23)s1	8	-1	10	-7	0	-5	0.0	0	5	-3
45	COC(=O)c1cc(C(=O)Nc2ccc(S(=O)(=O)NC(C)(C)C)cc2)cc([N+](=O)[O-])c1	7	-4	-12	5	3	1	-0.3	6	1	1
46	CC(=O)N1CCCc2cc(S(=O)(=O)N3CCCC(C(=O)NCc4ccc(C)cc4)C3)ccc21 (stereo unspecified)	8	-5	-3	-2	2	-1	0.9	-3	0	2
47	Cc1ccc2c(CSc3nnc4ccccn34)cc(=O)oc2c1C	4	-2	-12	-1	0	0	-0.5	-13	-8	-2
48	Cc1cccc(COc2ccc(/C=C3/C(=O)N(C)C(=S)N3C)cc2)c1	-5	-10	1	-1	-5	1	0.4	8	2	3
49	NC(=O)COC(=O)c1cc(S(=O)(=O)N2CCN(c3ccccc3)CC2)ccc1Cl	-17	2	3	1	4	-2	0.8	2	7	1

Single entries from the entries so far:
For ASAP1 GAP inh, #34 shows -1
For ASAP1 GAP inh, #48 shows -5
For Tn7 DDE FP, #31 shows -6
For UHRF1 MBD2 ctr, #33 shows 3

An excerpt from above in order of count of non-hydrogen atoms, lowest first.
cpd	canonical_smiles	ASAP1 GAP inh	PLCb3 inh	ARFGAP1 inhibitor	Tn6 DDE FP	PLCg1 inh	Rev-erbA mod	KLK7 zymogen act	HGIII-sPLA2 inh	Tn7 DDE FP	UHRF1 MBD2 ctr
34	Cc1ccccc1/C=N\NC(=O)c1csnn1	-1	0	4	-8	-1	7	-0.6	4	0	-9
37	COc1ccc(CC(=O)NCc2csc(-c3cccs3)n2)cc1OC	0	-13	3	1	-4	2	0.3	0	0	-3
45	COC(=O)c1cc(C(=O)Nc2ccc(S(=O)(=O)NC(C)(C)C)cc2)cc([N+](=O)[O-])c1	7	-4	-12	5	3	1	-0.3	6	1	1
